High-throughput results as filed in PubChem BioAssay.
LDHA inh – qHTS assay for inhibitors of human lactate dehydrogenase | L-lactate dehydrogenase A chain (Homo sapiens), P00338 | purified LDHA, NADH/diaphorase-resazurin fluorescence; stronger effect = lower value | activity change, % (values are at about 110 or 230 µM) | 0.15% of 480,000 active; in the data active = activity change below about -30%; inconclusive = mostly about -25% to -30%;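 note: plate controls were DMSO wells for no effect and wells without enzyme for full effect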
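Human LDH5 at 2 nM final in Tris HCl pH 7.4 with 0.06 mM NADH and 0.2 mM pyruvate, reacted 5 minutes at room temperature. Remaining NADH coupled via diaphorase/resazurin; resorufin fluorescence read at 0 and 20 minutes, normalized to enzyme-free and DMSO wells.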
ERG Ets-DNA blk – qHTS for Small Molecule Inhibitors of the ERG Ets/DNA interaction. fluorescence polarization, His-ERG Ets domain / labelled DNA. Transcriptional regulator ERG (Homo sapiens), P11308. 0.028% of 370,000 active. AID 624246, 2012. Potency, µM (titrated, usually from 76.9 µM), for the others: at the top dose FP activity, negative = inhibition, actives largely listed as inhibitors; active = well fitted inhibition curve with a large enough effect in the polarisation, with a control signal flat; inconclusive = small, poorly fitted or top-dose-only effect, or effect the other way, or a change in a side signal; inactive = no such curve, though single readings can be large or run the other way; the % refers to the polarisation;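 note: polarization taken with two DNA probes labelled with fluorescein and Texas red; potency is the fitted concentration of half-maximal effect; % of control where 0% means no effect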
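His-tagged ERG Ets domain (1 uM in the protein solution; 300mM KCl, 50mM Tris-HCl, 1mM EDTA, 1mM DTT, pH 7.5) received compound, then a probe mix of 5 nM fluorescein-DNA and 100nM Texas-615-DNA. Fluorescence polarization was read for both dyes.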
RGS4 inhibitor – Inhibitors of Regulator of G Protein Signaling (RGS) 4: qHTS; AID 504845, 2011; Transcreener GDP fluorescence polarization, RGS4-accelerated GTP hydrolysis; Potency, µM (doses to about 114 µM), without a hit: at the top dose activity change, negative = inhibition, actives largely listed as inhibitors; Regulator of G-protein signaling 4 (Homo sapiens), P49798; 0.039% of 390,000 active; note: potency is the fitted concentration of half-maximal effect; % is set by controls: 0 for no effect and ±100 for the full control effect; nearly all actives have a fitted effect of over 75% in size; some results filed as inactive show a strong effect at the top dose
Target sequence (P49798 whole entry, looked up): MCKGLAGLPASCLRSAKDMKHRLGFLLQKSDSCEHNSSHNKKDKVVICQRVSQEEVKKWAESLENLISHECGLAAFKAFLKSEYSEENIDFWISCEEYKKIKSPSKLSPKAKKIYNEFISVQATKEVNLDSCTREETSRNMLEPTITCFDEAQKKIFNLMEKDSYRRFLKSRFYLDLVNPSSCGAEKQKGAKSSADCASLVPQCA
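MLSMR compounds (23 nl, pin-transferred) preincubated 10 min at room temperature with a 500nM (2x) first reagent, then RGS4 at 900nM (2x) plus Transcreener GDP mix added; fluorescence polarization (620/688 nm) read before and after 90 min at 30 °C.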
POLH inh – qHTS for Inhibitors of Polymerase Eta; 1.2% of 390,000 active; recombinant Pol eta, fluorescent DNA replication assay; Potency, µM (titrated, usually from 114 µM), inactives show top-dose activity change, negative = inhibition, actives largely listed as inhibitors; DNA polymerase eta (Homo sapiens), Q9Y253; AID 588591, 2011; note: potency is the fitted concentration of half-maximal effect; % is set by controls: 0 for no effect and ±100 for the full control effect
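Fluorescent replication assay: 50 nM final substrate added after a 15 min room-temperature compound preincubation with 10 nM enzyme. Signal taken at 0 min and again at 10 min.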
POLB inh – qHTS Assay for Inhibitors of DNA Polymerase Beta | P06746 | Pol beta primer extension/strand displacement, fluorescence kinetic | Potency, µM (top dose mostly 114 µM), for inactives: at the highest dose activity change, negative = inhibition, most hits filed as inhibitors | 1.3% of 340,000 active; note: potency is the fitted concentration of half-maximal effect; % is set by controls: 0 for no effect and ±100 for the full control effect
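Pol beta (10 nM) was preincubated with compound for 15 min at room temperature. The reaction was then started with 50 nM substrate and read immediately and after a further 10 min at room temperature.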
Anesthetic bind – qHTS Assay for Identification of Novel General Anesthetics; Ferritin light chain (Equus caballus), P02791; apoferritin/1-aminoanthracene competitive binding, fluorescence; Potency, µM (top dose mostly 77.5 µM), for inactives: at the highest dose activity change, negative = displacement, usual class: inhibitors; 0.074% of 350,000 active; AID 485281, 2010; note: potency is the fitted concentration of half-maximal effect; % is set by controls: 0 for no effect and ±100 for the full control effect; nearly all actives have a fitted effect of over 20% in size
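10 uM apoferritin + 50% sat. 1-AMA, PBS; cpd 10 min RT; Ex380/Em535 endpoint; normalized to free probe vs complex; 4-param Hill fit; propofol titration as pos. ctrl.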
ALOX12 inh – Primary qHTS assay for inhibitors of human arachidonate 12S-lipoxygenase (ALOX12): Round 2; Polyunsaturated fatty acid lipoxygenase ALOX12 (Homo sapiens), P18054; purified 12hLO, xylenol orange hydroperoxide absorbance; Potency, µM (series often up to 108 µM), for inactives: at the highest dose activity change, negative = inhibition, actives largely listed as inhibitors; 1.1% of 580,000 active; AID 1671190, 2021; note: potency is the fitted concentration of half-maximal effect; % is set by controls: 0 for no effect and ±100 for the full control effect
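Hydroperoxide product was detected by ferrous iron/xylenol orange as the 573 to 405 nm absorbance ratio. Arachidonic acid at 40 uM (final) was turned over for 30 min at room temperature by 150 nM human 12hLO, pH 7.0 Hepes buffer, after 15 min compound preincubation.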
Pol kappa inh – qHTS for Inhibitors of Polymerase Kappa | DNA polymerase kappa (Homo sapiens), Q9UBT6 | purified Pol kappa, fluorescent DNA synthesis assay, 10 min | Potency, µM (top dose mostly 107 µM), without a hit: at the highest dose activity, negative = inhibition, hits mostly inhibitors | 0.53% of 400,000 active | AID 588579, 2011; note: potency is the fitted concentration of half-maximal effect; % is set by controls: 0 for no effect and ±100 for the full control effect
Target sequence (Q9UBT6 whole entry, looked up): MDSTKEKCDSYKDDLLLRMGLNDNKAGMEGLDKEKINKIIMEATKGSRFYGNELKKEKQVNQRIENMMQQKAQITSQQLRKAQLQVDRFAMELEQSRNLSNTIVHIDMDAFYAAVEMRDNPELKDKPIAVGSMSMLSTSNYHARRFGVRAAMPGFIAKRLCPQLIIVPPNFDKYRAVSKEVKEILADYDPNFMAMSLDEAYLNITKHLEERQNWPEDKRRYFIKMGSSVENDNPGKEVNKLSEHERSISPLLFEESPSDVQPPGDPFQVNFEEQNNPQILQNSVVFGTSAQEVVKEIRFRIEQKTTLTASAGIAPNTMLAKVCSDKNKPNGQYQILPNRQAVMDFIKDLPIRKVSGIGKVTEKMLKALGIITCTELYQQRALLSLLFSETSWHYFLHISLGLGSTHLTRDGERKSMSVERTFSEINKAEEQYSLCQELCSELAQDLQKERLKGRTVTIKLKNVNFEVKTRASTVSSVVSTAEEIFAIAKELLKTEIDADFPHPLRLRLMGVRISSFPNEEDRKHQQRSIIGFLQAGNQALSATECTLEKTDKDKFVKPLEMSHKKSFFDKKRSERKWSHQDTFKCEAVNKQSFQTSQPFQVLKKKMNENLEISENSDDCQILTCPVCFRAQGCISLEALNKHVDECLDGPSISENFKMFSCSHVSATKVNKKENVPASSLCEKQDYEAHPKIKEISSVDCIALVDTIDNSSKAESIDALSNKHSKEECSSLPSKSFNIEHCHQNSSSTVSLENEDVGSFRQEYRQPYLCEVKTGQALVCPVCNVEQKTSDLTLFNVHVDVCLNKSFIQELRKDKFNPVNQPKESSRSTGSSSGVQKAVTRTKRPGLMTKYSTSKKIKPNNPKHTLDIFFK
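50 nM final substrate added after 15 min RT preincubation of 10 nM Pol kappa with compound; fluorescence read at 0 and 10 min.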
APEX1 inh – qHTS Assay for Inhibitors of the Human Apurinic/apyrimidinic Endonuclease 1 (APE1) | DNA repair nuclease/redox regulator APEX1 (Homo sapiens), P27695 | recombinant APE1, TAMRA/BHQ-2 abasic DNA cleavage fluorescence | Potency, µM (doses to about 65.8 µM), without a hit: at the highest dose activity change, negative = inhibition, hits mostly inhibitors | 0.35% of 350,000 active | AID 2517, 2012;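 note: potency is the fitted concentration of half-maximal effect; plate controls were vehicle for no effect and reference inhibitor for full effect; nearly all actives have a fitted effect of over 55% in size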
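APE1 at 0.75 nM final was preincubated with compound 15 min at room temperature, then 50 nM double-stranded THF abasic-site substrate (5'-TAMRA/3'-BHQ-2) was added. Fluorescence (ex 525/em 598 nm) was read kinetically; third-minus-first read gave activity.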
Starred values were filed as active, the others as inactive; ? = inconclusive; / = not tested or not shown; & = joins results of further samples; [ ] = dose if it differs, or a comment. Unless noted, calls come from the whole dose curve; as a rule, active = well fitted curve in the direction sought with a large enough effect; inconclusive = small, poorly fitted or top-dose-only effect, or another doubt; inactive = no such curve, though single readings can be large; an effect the other way counts as inactive or inconclusive. This is a subset; the hit share may differ from the screen's.

SMILES	LDHA inh	ERG Ets-DNA blk	RGS4 inhibitor	POLH inh	POLB inh	Anesthetic bind	ALOX12 inh	Pol kappa inh	APEX1 inh
O=C1CC(c2ccccc2Br)c2c(c3ccccc3oc2=O)O1 (stereo not given)	-7	7%	3%	-14%	0%	7%	5%	4%[60.1 µM]	/
COc1cccc(C2CCN(CC(=O)Nc3cc(Cl)ccc3OC)CC2O)c1 (stereo not given)	-14	20µM*	-12%	?	-18%	-12%	9%	-8%	39%
CCN(CC)C(=O)Oc1ccc(Cl)c2ccccc12	-4	/	-17%	-1%	0%	?	5%	-7%	-1%
O=C(c1ccc2nc(-c3ccco3)c(-c3ccco3)nc2c1)N1CCC2(CC1)OCCO2	14	-3%	-34%	16µM*	20µM*	2%	/	?	?
N[C@@H]1CC[C@@]2(O)[C@H]3Cc4ccc(O)c5c4[C@@]2(CCN3CC2CC2)C1O5 (stereo not given in full)	-5	-24%	10%	-13%	/	/	-4%	0%	32%
CC(=O)NN1C(=O)c2ccccc2NC1c1cccnc1 (stereo not given)	-12&-12	0%	22%	-6%	4%	43%[activator]	1%&-29%	-9%	6%
C=C1[C@H]2CC[C@H]3[C@]4(C)C[C@H](O[C@@H]5OC(CO)[C@@H](OSOOO)[C@H](OS(=O)(=O)O)[C@H]5OC(=O)CC(C)C)C[C@@H](C(=O)O)[C@H]4CC[C@]3(C2)[C@H]1O (stereo not given in full)	0	0%	9%	-17%	/	/	-5%	2%	-8%
CCc1nc2ccccc2c(=O)n1-c1cccc(OC)c1	0	/	23%	0%	-3%	-9%	-14%	-12%	-2%
Cn1cc2c([N+](=O)[O-])cc([N+](=O)[O-])cc2n1	/	/	/	/	?	-9%	-17%	/	-3%
Cn1c(O)c(C(c2ccncc2)c2c(O)n(C)c(=S)n(C)c2=O)c(=O)n(C)c1=S	-8	17%	?	-9%	6%	-10%	?	-15%	-6%
NCC(O)c1ccc(O)cc1 (stereo not given)	-1&-1	-3%	10%[56.9 µM]	-2%	21%	-3%&-10%	12%	11%[60.1 µM]	?
COc1ccc(C)cc1NC(=O)N(Cc1ccc2c(c1)OCO2)C1CCN(Cc2ccccc2)CC1	-2	4%	-5%	-11%	0%	9%	1%	-2%	/
COC(=O)C(O)(c1ccc(NC(=O)Oc2ccccc2)cc1)C(F)(F)F (stereo not given)	0	/	-29%	-11%	5%	-18%	-22%	-1%	?
Cc1c(N=Nc2c(O)[nH]c(=O)[nH]c2=O)c(=O)n(-c2ccccc2)n1C	4	-7%	-33%[56.9 µM]	-11%	7%	-10%	-9%	-1%	-4%
COP(=O)(OC)C(Nc1ccccc1)c1ccccc1 (stereo not given)	2	2%	3%	-4%	25%	6%	0%	1%	39%
Cc1ccc(-c2nc3ccccc3c(=O)n2-c2ccc(O)cc2)cc1	-4	-2%	-5%	-11%	-19%	?	9%	-12%	1%
COc1cccc(NP(=O)(Oc2ccccc2Cl)Oc2ccccc2Cl)c1	-6	-14%	0%	-18%	?	3%	3%	-12%	-8%
COC(=O)C1=C(c2ccc(OC(F)(F)F)cc2)C[C@@H]2CC[C@H]1N2C(=O)NCc1ccc(F)cc1	2	-11%	15%	-22%	/	/	-29%	6%	6%
O=C(CCc1nnc2ccc(NCc3ccccc3)nn12)N1CCC2(CC1)OCCO2	-2	17%	-1%	-17%	19%	4%	2%	-1%	-14%
Cc1ccc(NC(=O)Cn2cc(C(=O)c3ccccc3)c3ccccc32)cc1	-7	-20%	8%	-13%	4%	-8%	-8%	-18%	/
CCOC(=O)CSc1ccc(C(=O)N2CCC3(CC2)OCCO3)cc1[N+](=O)[O-]	-2	9%	9%	2%	0%	1%	0%	9%	4%
C[C@]12CCC(=O)C=C1CCC1C2CC[C@@]2(C)C1CC[C@@]2(O)CC#N (stereo not given in full)	4	-5%	-14%	-5%	7%	-2%	/	1%	-6%
CN1CCCN(C(=O)COc2ccc(Br)cc2)CC1	-5	-7%	-12%	-25%	1%	-13%	123%[activator]	1%	2%
Cc1cccc(-n2c(/C=C/c3ccccn3)nc3ccccc3c2=O)c1	-2	3%	-6%	-17%	?	-7%	-4%	6%	-12%
CCOP(=O)(OCC)c1nc(-c2cccc3ccccc23)oc1N1CCCCC1	1	-6%	-9%	-16%	25%	350%[activator]	7%	-2%	4%
COc1cc(C(=O)NC(=S)N2C[C@H]3C[C@H](C2)c2cccc(=O)n2C3)cc(OC)c1OC	3	-4%	5%	-7%	12%	-17%	?	-9%	5%
COC1=C[C@@H]2C3=C([C@@H]2C1=O)[C@@H](NC(C)=O)CCc1cc(OC)c(OC)c(OC)c13	-6	23%	-8%	-5%	/	/	-1%	-14%	-5%
COC(=O)C1=C(c2ccc(C(C)=O)cc2)C[C@@H]2CC[C@H]1N2C(=O)NC(C)C	3	-8%	-21%	-3%	/	/	0%	8%	1%
CC(CC(C#N)(c1ccccc1)c1ccccc1)N1CCCCC1 (stereo not given)	-4	5%	3%	-4%	/	/	13%	-12%	/
COc1ccc(NS(=O)(=O)c2ccc3c(c2)oc(=O)n3C)cc1Cl	-9&3	12%&1%	9%&8%	-5%&-19%	0%&3%	5%&-5%	0%&0%	-15%&1%	54%[activator]
CC(=O)NC1CC2CCCC(C1)N2 (stereo not given)	-8	4%	20%	6%	1%	-7%	-9%	-10%	0%
CCCCOP(=O)(OCCCC)/C(C#N)=C(/C)O	-7	2%	-33%	-6%	-3%	-17%	?	-8%	5%
Cc1ccc(C)c(NC(=S)NCCc2cnc[nH]2)c1	-6	3%	-11%	-6%	24%	-4%	?	-6%	3%
CCc1ccccc1NC(=O)c1cccn(Cc2ccccc2F)c1=O	-5	-4%	-22%	-17%	5%	-17%	0%	-6%[60.1 µM]	/
CC1(C)CN(S(=O)(=O)OCC(Cl)(Cl)Cl)C(=O)N1	-5	-9%	-18%	-4%	26%	-4%	3%	-8%	-4%
CCCC[N+]12CCC(CC1)C(C(=O)c1cccs1)C2 (stereo not given)	-17	-5%	-14%	-5%	0%	-6%	?	-16%	-2%

Looked up one by one from the list above, 2 records:
SMILES	LDHA inh	ERG Ets-DNA blk	RGS4 inhibitor	POLH inh	POLB inh	Anesthetic bind	ALOX12 inh	Pol kappa inh	APEX1 inh
CCOP(=O)(OCC)c1nc(-c2cccc3ccccc23)oc1N1CCCCC1	1	-6%	-9%	-16%	25%	350%[activator]	7%	-2%	4%
CC(CC(C#N)(c1ccccc1)c1ccccc1)N1CCCCC1 (stereo not given)	-4	5%	3%	-4%	/	/	13%	-12%	/

Additional records follow:
SMILES	LDHA inh	ERG Ets-DNA blk	RGS4 inhibitor	POLH inh	POLB inh	Anesthetic bind	ALOX12 inh	Pol kappa inh	APEX1 inh
O=C1NC(=O)C(CCc2ccccn2)(Cc2ccc3c(c2)OCO3)C(=O)N1CCc1ccccc1 (stereo not given)	-4	-5%	7%	-11%	-13%	-4%	0%	3%	-11%
C[C@H](NC(=O)CCC(=O)N1C[C@H]2C[C@H](C1)c1cccc(=O)n1C2)c1ccccc1	-2	-1%	-5%	-26%	8%	-4%	4%	6%	48%
Cc1ccccc1[N+](=O)[O-]	-1	-4%	-10%	-11%	/	/	-14%	10%	-3%&14%
COc1cccc(-n2c(/C=C/c3ccccc3O)nc3ccccc3c2=O)c1	-1	1%	-8%	-10%	?	35%[activator]	-2%	-5%	/
CN1CC(C(=O)c2ccc([N+](=O)[O-])cc2)C(c2ccc(Cl)cc2)C1 (stereo not given)	-1	3%	-19%	-6%	-28%	-10%	?	-1%	1%
Cc1ccc(C)c(Cn2c(C(=O)O)c(C=O)c3ccccc32)c1	-3	31%[activator]	-21%	-6%	-3%	-10%	8%	-4%	1%
CCN(CC)C(=O)c1ccc(NC(=O)c2cc(-n3cnnc3)ccc2Cl)cc1	-1	4%	-3%	6%	-10%	-6%	0%	-2%	-2%

For reference, part of the list above.
SMILES	LDHA inh	ERG Ets-DNA blk	RGS4 inhibitor	POLH inh	POLB inh	Anesthetic bind	ALOX12 inh	Pol kappa inh	APEX1 inh
C=C1[C@H]2CC[C@H]3[C@]4(C)C[C@H](O[C@@H]5OC(CO)[C@@H](OSOOO)[C@H](OS(=O)(=O)O)[C@H]5OC(=O)CC(C)C)C[C@@H](C(=O)O)[C@H]4CC[C@]3(C2)[C@H]1O (stereo not given in full)	0	0%	9%	-17%	/	/	-5%	2%	-8%
CCc1nc2ccccc2c(=O)n1-c1cccc(OC)c1	0	/	23%	0%	-3%	-9%	-14%	-12%	-2%
Cn1cc2c([N+](=O)[O-])cc([N+](=O)[O-])cc2n1	/	/	/	/	?	-9%	-17%	/	-3%
